SNCA viab count = GF-AFC viability counterscreen for inhibitors of alpha-synuclein gene (SNCA) expression; 0.12% of 150,000 active; Potency, µM (series often up to 57.1 µM), for the others: at the top dose activity change, negative = cytotoxicity, actives largely listed as cytotoxic; HEK-293-SNCA-luc viability, GF-AFC fluorescence, 24 h;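 further: potency means the concentration at half of the fitted maximal effect; 0% = DMSO-treated cells and -100% = medium-only wells without cells; nearly all actives have a fitted effect of over 30% in size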
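Cytotoxicity counterscreen: after 24 h compound treatment of genome-edited SNCA-luciferase HEK-293 cells, live-cell protease substrate GF-AFC read by fluorescence after 30 min; activity scaled between DMSO (0%) and medium-only (-100%), curves Hill-fitted.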
FLuc inh = Firefly luciferase inhibition profiling of diverse chemical library using quantitative high-throughput screening | purified P. pyralis luciferase, luminescence, biochemical | Potency, µM (doses to about 115 µM), for inactives: at the highest dose activity change, negative = inhibition, actives largely listed as inhibitors | 2.5% of 76,000 active; further: potency means the concentration at half of the fitted maximal effect; nearly all actives have a fitted effect of over 65% in size
Target sequence (P08659 whole entry, looked up): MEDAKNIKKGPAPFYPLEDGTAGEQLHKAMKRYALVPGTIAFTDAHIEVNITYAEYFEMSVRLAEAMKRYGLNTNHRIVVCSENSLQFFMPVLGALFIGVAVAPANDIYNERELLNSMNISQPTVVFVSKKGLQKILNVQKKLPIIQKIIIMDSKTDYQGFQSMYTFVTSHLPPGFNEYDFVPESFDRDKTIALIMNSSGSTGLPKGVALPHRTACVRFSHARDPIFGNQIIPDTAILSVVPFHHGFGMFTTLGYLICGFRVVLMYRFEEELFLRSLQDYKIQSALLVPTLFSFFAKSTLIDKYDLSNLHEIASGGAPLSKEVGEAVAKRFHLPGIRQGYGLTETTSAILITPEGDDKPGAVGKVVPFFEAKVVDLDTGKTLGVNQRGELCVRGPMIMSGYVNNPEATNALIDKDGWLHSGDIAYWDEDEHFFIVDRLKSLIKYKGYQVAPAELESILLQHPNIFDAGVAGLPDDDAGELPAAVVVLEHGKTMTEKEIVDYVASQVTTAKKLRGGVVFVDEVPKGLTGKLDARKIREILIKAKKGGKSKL
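FLuc 10nM, D-luciferin 10uM, ATP 10uM, Mg acetate 10mM, Tris acetate pH 7.5, Tween/BSA; cpd qHTS; enzyme added last; CCD luminescence.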
3T3 cytotox = Cytotoxic Profiling in NIH 3T3 Cell Line of Diverse Libraries Using Quantitative High-Throughput Screening; AID 1345082, 2018; Potency, µM (top dose mostly 96.7 µM), without a hit: at the highest dose activity change, negative = cytotoxicity, usual class: inhibitors; NIH 3T3 viability, CellTiter-Glo ATP luminescence, 48-72 h; 4.3% of 94,000 active; further: potency means the concentration at half of the fitted maximal effect; nearly all actives have a fitted effect of over 55% in size
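Cells were seeded at 400 per well, treated with pin-transferred compound, and kept 48 or 72 hr at 37 °C before CellTiter-Glo addition and luminescence imaging of cellular ATP.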
IP6K1 inh = Primary qHTS assay for small molecule inhibitors of Inositol hexaphosphate kinase 1 (IP6K1). Inositol hexakisphosphate kinase 1 (Homo sapiens), Q92551. IP6K1 kinase, ADP-Glo luminescence, 2 h; active compounds read low. activity change, % (series mostly up to about 58 µM). 0.81% of 140,000 active; in the data active means activity change below about -25%
Target sequence (Q92551 whole entry, looked up): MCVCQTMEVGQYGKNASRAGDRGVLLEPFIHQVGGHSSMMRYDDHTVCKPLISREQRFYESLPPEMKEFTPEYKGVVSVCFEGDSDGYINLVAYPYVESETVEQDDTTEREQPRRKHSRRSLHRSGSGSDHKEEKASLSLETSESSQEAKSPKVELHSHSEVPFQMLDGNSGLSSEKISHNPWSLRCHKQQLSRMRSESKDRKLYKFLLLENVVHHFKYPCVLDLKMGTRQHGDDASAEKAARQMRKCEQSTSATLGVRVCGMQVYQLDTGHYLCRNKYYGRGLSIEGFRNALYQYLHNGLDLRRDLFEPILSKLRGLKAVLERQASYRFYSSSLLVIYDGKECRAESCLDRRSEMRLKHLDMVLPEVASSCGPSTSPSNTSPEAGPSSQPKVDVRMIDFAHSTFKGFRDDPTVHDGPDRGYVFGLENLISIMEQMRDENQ
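ADP-Glo luminescence measures ADP made by human IP6K1 during a 2 h RT reaction with ATP/IP6 (mix at 1.3 mM/130 uM); top library doses 57.5 and 19.1 uM final.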
SNCA expr inh = Primary qHTS assay for inhibitors of alpha-synuclein gene (SNCA) expression | Potency, µM (doses to about 57.2 µM), without a hit: at the top dose activity change, negative = inhibition, actives largely listed as inhibitors | HEK-293 SNCA-luciferase knock-in, luminescence, 24 h | 0.17% of 140,000 active | AID 1671194, 2021;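 further: potency means the concentration at half of the fitted maximal effect; plate controls were DMSO cells for no effect and cell-free wells for full effect; nearly all actives have a fitted effect of over 45% in size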
GPT2 inh = Primary qHTS assay for inhibitors of Glutamate pyruvate transaminase 2 (GPT2); 0.25% of 100,000 active; AID 1671188, 2021; Potency, µM (titrated, usually from 57.7 µM), for inactives: at the top dose activity change, negative = inhibition, actives largely listed as inhibitors; Alanine aminotransferase 2 (Homo sapiens), Q8TD30; Recombinant GPT2, coupled pyruvate oxidase/HRP Amplex Red fluorescence; further: potency means the concentration at half of the fitted maximal effect; nearly all actives have a fitted effect of over 60% in size; many of its hits are not listed in these tables
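Inhibition is scored from Amplex Red fluorescence generated when pyruvate oxidase and HRP act on pyruvate released by GPT2. Reactions contain 10ng/uL enzyme, 250uM a-KG and 2mM L-alanine and run 30 min at room temperature.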
HEK293 tox = Cytotoxic Profiling in HEK 293 Cell Line of Diverse Libraries Using Quantitative High-Throughput Screening | AID 1345083, 2018 | HEK 293 viability, ATP luminescence (CellTiter-Glo), 48-72 h | Potency, µM (titrated, usually from 115 µM), for inactives: at the highest dose activity change, negative = cytotoxicity, usual class: inhibitors | 6.6% of 94,000 active; further: potency means the concentration at half of the fitted maximal effect; nearly all actives have a fitted effect of over 60% in size
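Cells seeded first (HEK 293, 250 cells/well), then compound added by pintool. Incubation ran 48 or 72 hr at 37 degree Celsius. CellTiter-Glo was added and luminescence imaged after 10 min at room temperature.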
Starred values were filed as active, the others as inactive; i = inactive; ? = inconclusive; . = not tested or not shown; & = joins results of further samples; [ ] = dose if it differs, or a comment. Unless noted, the call rests on the fitted dose curve; in most records, active means well fitted curve in the direction sought with a large enough effect; inconclusive means small, poorly fitted or top-dose-only effect, or another doubt; inactive means no such curve, though single readings can be large; an effect the other way counts as inactive or inconclusive. Unless noted, on the % scale 0 is the no-effect control and ±100 the full control effect. Only part of the results is shown; the hit share may differ from the screen's.

SMILES | SNCA viab count | FLuc inh | 3T3 cytotox | IP6K1 inh | SNCA expr inh | GPT2 inh | HEK293 tox
CNC(=O)[C@@H]1C[C@H](Oc2cccnc2)CN1C(=O)c1cn[nH]c1-c1ccc(OC)cc1 | ? | -1% | 3% | 2 | 22% | i | i
Cc1cc(C)cc(N(CC(=O)NCc2ccccc2Cl)S(=O)(=O)c2c(C)[nH]c(=O)[nH]c2=O)c1 | 7% | . | . | 11 | 18% | . | .
Cc1cc(C)n(CCc2c(-c3ccccc3)ncn2CCCc2cccnc2)n1 | 8% | -2% | 50µM* | 10 | -23% | 1%[11.5 µM] | 1%
CN1C(=O)[C@@H]2C[C@@H](CN2Cc2nccs2)Oc2ccccc21 | -9%[87.6 µM] | -4%[172 µM] | -6%[138 µM] | -7 | 13%[87.6 µM] | 4%[88.5 µM] | ?
COc1ccc(-c2noc(CC(=O)N(C)c3cc(Cl)c(OC)cc3OC)n2)cc1 | -4% | . | . | -13 | -21% | . | .
O=C1NC2(CCN(C(=O)c3cccnc3)C2)N=C1c1ccccn1 (centres undefined) | 7%[87.6 µM] | 2%[172 µM] | 1%[138 µM] | 0 | ? | i | 2%[172 µM]
CCc1cccc(C)c1NC(=O)CSc1n[nH]c(-c2ccccc2)n1 | ? | . | . | -7 | -4% | . | .
Cc1cccc(-n2ncc(C(=O)N3CCN(c4ccc(C)cc4C)CC3)c2C2CCN(C(=O)OC(C)(C)C)CC2)c1 | -27% | . | . | 29 | 5% | . | .
CC(C)NC(=O)N1CCC2(CC1)C(=O)NCN2C(=O)Cc1ccccc1 | 0% | . | i | 3 | -19% | -14% | i
CCc1nc(-c2c3n(c(=O)n(CC(=O)NCc4ccc(OC)cc4)c2=O)CCCC3)no1 | 6% | 0% | i | 14 | ? | -6% | 4%
COc1ccc(NC(=O)C2(c3cccs3)CCOCC2)cc1Cl | 3% | . | . | 13 | 4% | . | .
Cc1cccc(NC(=O)CSc2nc3c([nH]c4ccccc43)c(=O)n2C)c1 | -10% | . | . | -3 | -5% | . | .
COCC1CN(C(C)=O)CC12CCN(C(=O)NCc1ccco1)CC2 (centres undefined) | 5% | 2% | -14% | 33 | 21% | i | -17%
O=C(c1cccnc1OC1CCN(S(=O)(=O)c2ccccc2)C1)N1CCCCC1 (centres undefined) | -1% | 7% | -3% | 9 | 7% | 3% | -5%
CCc1nc2cc(N3CCCC(C(=O)NCc4cccnc4)C3)cnc2nc1CC (centres undefined) | 11% | -9% | -4% | 6 | -20% | i | 7%
CCc1nc2c(c(-c3ccc(O)cc3)n1)CCN(C(=O)Cc1cccc(Cl)c1)CC2 | -17% | . | -10% | -2 | -11% | i | -16%
CCOc1ccc(CCCC(=O)N[C@@H]2CCOC[C@H]2OC)cc1C | -3% | 6% | -13% | 14 | ? | i | -20%
COc1ccc(C2=C(C(C)=O)Sc3nnc(-c4ccccc4)n3N2C(C)=O)cc1 | -4% | . | . | -18 | 13% | . | .
COc1ccccc1/C=C/c1nc(C#N)c(N2CCN(C)CC2)o1 | ? | . | . | -10 | 70%[activator] | . | .
Cc1ccc(C(=O)N2CC(Oc3ccc(F)cc3F)C2)cc1 | 0% | . | -20% | 0 | 43%[activator] | -12% | -12%
Cc1cc(Cl)ccc1S(=O)(=O)N1CCCC1c1nncn1Cc1ccncc1 (centres undefined) | 4% | -7% | -7% | -10 | 15% | 1% | 2%
CCn1nc(C)c(CN(CCOC)C(=O)C2COc3ccccc3C2)c1C (centres undefined) | -4% | 1% | -25% | 40 | -18% | -4%[11.5 µM] | ?
COc1ccc(OCC(O)CN2CCC(=O)N(CC3CC3)Cc3cc(F)ccc32)cc1 (centres undefined) | . | . | ? | -12 | . | . | ?
COc1ccc(-n2nc(C3CCN([S+](=O)([O-])c4cccc(C(F)(F)F)c4)CC3)[nH]c2=O)cc1 | -19% | -11% | -14% | 21 | -11% | -14% | -16%
COc1cc(Br)c(S(=O)(=O)Nc2ccc(Cl)c(O[C@@H]3CCN(C)C3)c2)cc1OC | -6% | . | . | -1 | . | 2% | .

Three entries already listed, ordered by count of non-hydrogen atoms, highest first.
SMILES | SNCA viab count | FLuc inh | 3T3 cytotox | IP6K1 inh | SNCA expr inh | GPT2 inh | HEK293 tox
Cc1cc(C)cc(N(CC(=O)NCc2ccccc2Cl)S(=O)(=O)c2c(C)[nH]c(=O)[nH]c2=O)c1 | 7% | . | . | 11 | 18% | . | .
CCc1nc(-c2c3n(c(=O)n(CC(=O)NCc4ccc(OC)cc4)c2=O)CCCC3)no1 | 6% | 0% | i | 14 | ? | -6% | 4%
COc1ccc(NC(=O)C2(c3cccs3)CCOCC2)cc1Cl | 3% | . | . | 13 | 4% | . | .

Fetched by structure from the entries so far (six):
SMILES | SNCA viab count | FLuc inh | 3T3 cytotox | IP6K1 inh | SNCA expr inh | GPT2 inh | HEK293 tox
CCc1nc2cc(N3CCCC(C(=O)NCc4cccnc4)C3)cnc2nc1CC (centres undefined) | 11% | -9% | -4% | 6 | -20% | i | 7%
Cc1cccc(NC(=O)CSc2nc3c([nH]c4ccccc43)c(=O)n2C)c1 | -10% | . | . | -3 | -5% | . | .
CCc1nc(-c2c3n(c(=O)n(CC(=O)NCc4ccc(OC)cc4)c2=O)CCCC3)no1 | 6% | 0% | i | 14 | ? | -6% | 4%
COc1cc(Br)c(S(=O)(=O)Nc2ccc(Cl)c(O[C@@H]3CCN(C)C3)c2)cc1OC | -6% | . | . | -1 | . | 2% | .
CN1C(=O)[C@@H]2C[C@@H](CN2Cc2nccs2)Oc2ccccc21 | -9%[87.6 µM] | -4%[172 µM] | -6%[138 µM] | -7 | 13%[87.6 µM] | 4%[88.5 µM] | ?
Cc1ccc(C(=O)N2CC(Oc3ccc(F)cc3F)C2)cc1 | 0% | . | -20% | 0 | 43%[activator] | -12% | -12%

The results go on.
SMILES | SNCA viab count | FLuc inh | 3T3 cytotox | IP6K1 inh | SNCA expr inh | GPT2 inh | HEK293 tox
Cc1ccc(NC(=O)CCS(=O)(=O)c2ccc(Br)s2)c(Br)c1 | ? | . | . | -12 | 0% | . | .
Cc1ccc(S(=O)(=O)N2CCCC(Cn3c(C)nc4cccnc43)C2)cc1F (centres undefined) | -2% | 7% | ? | -11 | 1% | i | ?
COc1ccccc1-c1[nH]nc2ncc(C(=O)Nc3cc(C)nn3C)nc12 | -1%[87.6 µM] | -11%[172 µM] | ? | 24 | 2%[87.6 µM] | i | -36%[172 µM]
O=C(c1ccc2c(c1)N(Cc1ccccc1)C(=O)c1ccccc1S2=O)N1CCC(Cc2ccccc2)CC1 (centres undefined) | -14% | . | . | 3 | ? | . | .
Fc1ccc(CNC[C@H]2Cn3c(-c4ccc(Cl)cc4)cnc3CO2)cc1 | -8%[87.6 µM] | -18%[172 µM] | ? | -5 | ? | -2%[88.5 µM] | 79µM*
CNC(=O)[C@H]1C[C@H](Oc2ccccc2)CN1S(=O)(=O)c1ccccc1 | 10% | 9% | 3% | 28 | 3% | 0% | -2%
Cc1ccccc1-n1cc(-c2ccccc2)nc1SCC(=O)Nc1ccc(F)cc1 | -14% | . | . | 15 | -29% | . | .
Cc1nnsc1C(=O)Nc1ccc(-n2nc(C(F)(F)F)cc2C(F)(F)F)cc1 | ? | . | . | 4 | . | i | .
Cc1cnn(C2(C(=O)O)CCN(S(=O)(=O)c3cnn(C)c3)CC2)c1 | -3% | 3% | -4% | 8 | -4% | -12% | ?
COc1ccc(C(=O)NC2CCN(c3cc(C(F)(F)F)ncn3)CC2)c(C)c1 | ? | -1% | -15% | 0 | ? | 2% | -20%
CC(C)Cc1nc(CN2CCn3nc(C(O)c4ccnn4C)cc3C2)no1 (centres undefined) | 3% | -8% | 4% | 2 | -17% | i | i
CCOc1ccccc1C(=O)Nc1ccc(S(=O)(=O)Nc2ncccn2)cc1 | 9% | . | . | 4 | 15% | . | .
Cc1noc(C)c1[S+](=O)([O-])N1CCC(C(=O)N2CCC(N3CCCC3=O)CC2)CC1 | 5% | . | -21% | 7 | -18% | i | -14%
Cc1nc(N2CCCCC2)n(CC(=O)Nc2cccc(C(F)(F)F)c2)c(=O)c1C | -13% | 9% | -24% | 12 | 5% | 0% | ?
COC(=O)N1CCCC(c2nn(-c3ccccc3)c(=O)[nH]2)C1 (centres undefined) | 3%[87.6 µM] | -8%[172 µM] | -20%[138 µM] | 21 | 2%[87.6 µM] | -21%[88.5 µM] | -5%[172 µM]
COc1cccc(-c2nc(NCc3cccnc3)ncc2C(=O)O)c1 | 4% | -6% | -1% | 11 | -16% | 0% | ?
Cc1ccc(C(=O)N2CCC[C@H]2c2nc(-c3ccccc3Cl)no2)cc1 | -22% | -30% | ? | 13 | ? | i | ?
C[C@]1(CO)[C@H]2Cc3sc(NC(=O)c4ccc(F)cc4)nc3[C@@H](CC(=O)Nc3ccccc3)[C@]2(C)CC[C@H]1O | 2% | ? | -4% | -8 | 100%[activator] | -25% | -26%
O=C1Nc2ccc(-c3ccc4c(c3)OCO4)cc2C(=O)N2CC[C@H](NC(=O)N3CCOCC3)[C@@H]12 | 3% | ? | ? | -8 | 10% | 1% | 3%
O=S1(=O)c2ccccc2N(Cc2ccccc2F)c2ccccc21 | 5% | . | . | 3 | 18% | . | .
CCN1CCC[C@H]1CNC(=O)c1cc(S(N)(=O)=O)ccc1OC | -10% | . | . | -1&3 | 1% | ? | .
Cc1noc(-c2nc(-c3ccc(Br)cc3)no2)n1 | 7% | -19% | i | 5 | 117%[activator] | i | -9%
COc1ccc(NC(=O)N2CCC(Oc3ncccc3C(=O)N(C)C)C2)c(OC)c1 (centres undefined) | -4% | -7% | i | 17 | -22% | 3% | 9%
O=C(CCc1ccc2c(c1)CN(C(=O)C1CC1)CCO2)NC1CCS(=O)(=O)C1 (centres undefined) | 2%[12.5 µM] | 7% | -2% | 8 | -1% | 4% | -7%

Looked up above:
CCN1CCC[C@H]1CNC(=O)c1cc(S(N)(=O)=O)ccc1OC in SNCA viab count → -10%
COC(=O)N1CCCC(c2nn(-c3ccccc3)c(=O)[nH]2)C1 (centres undefined) in SNCA viab count → 3%[87.6 µM]
Fc1ccc(CNC[C@H]2Cn3c(-c4ccc(Cl)cc4)cnc3CO2)cc1 in IP6K1 inh → -5
C[C@]1(CO)[C@H]2Cc3sc(NC(=O)c4ccc(F)cc4)nc3[C@@H](CC(=O)Nc3ccccc3)[C@]2(C)CC[C@H]1O in IP6K1 inh → -8
Cc1cnn(C2(C(=O)O)CCN(S(=O)(=O)c3cnn(C)c3)CC2)c1 in SNCA expr inh → -4%
